PRMT1 FP inh – PRMT1 (human) inhibition, primary screen. recombinant PRMT1, activity-based probe fluorescence polarization. inhibition, % at 2.79 µM. actives 1.3% (n = 370,000). AID 652257;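 active = inhibition above about 21% made by adding two undisclosed values, limit read from the data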
PG9 binder – binds the HIV-1 gp120 antibody PG9 | TR-FRET gp120-PG9 antibody binding | inhibition, % at 6.7 µM | actives 0.43% (n = 360,000); in the data active = inhibition above about 8.5%
Tn7 DDE FP – DD(E)-Tn7 binding inhibition, primary FP screen. inhibition, % at 8.3 µM. FP displacement of FITC-Tn7 peptide from fibrin DD(E); 0% = median of compound wells per plate. P02675. actives 0.13% (n = 370,000);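 active = inhibition above the mean of compounds falling within the control limits plus 3 SD of them, cut at about 14% in these data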;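 note: 0% = plate median of compound wells and 100% = 10 µM Aha-Tn7 peptide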
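assay system = human clot-derived fibrin DD(E) complex | quantity = Fibrin-DD(E) at 2 µM final | timing = 10 min preincubation, 3 h with tracer, room temperature | signal = fluorescence polarization | measure = percent inhibition | benchmarks = high control wells with 10 µM unlabelled Aha-Tn7 peptide (full inhibition) | replicates = singlicate testing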
TDP2 absorb – blocks human TDP2 phosphodiesterase activity; recombinant TDP2, T5PNP hydrolysis, p-nitrophenol absorbance 415 nm; inhibition, % at 12.8 µM; actives 0.34% (n = 370,000); AID 720702;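 active = inhibition above the mean of all tested compounds plus 3 SD, set per campaign, cut at about 25% in these data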;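 note: 0% = DMSO with enzyme and 100% = buffer with substrate but no TDP2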
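Test system: human TDP2 enzyme; Input: 120 nM TDP2 per well; Buffer or medium: Mg2+-containing Tris-HCl buffer, pH 7.5; Reagent: 5 mM T5PNP; Dosing: 12.8 µM single point, 1% DMSO; Incubation: reaction 2 h, 37 °C; Detection: p-Nitrophenol epi absorbance; Read-out: % inhibition relative to enzyme-containing and enzyme-free wells; Replicates: single well per compound.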
SIAE inh – human SIAE inhibition, primary screen; Q9HAT2; SIAE FP-Rh probe binding, fluorescence polarization; inhibition, % at 9.66 µM; actives 0.69% (n = 370,000); AID 1053197;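 active = inhibition above a cutoff: mean of compounds within the control limits plus 3 SD of those, cut at about 17% in these data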;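 note: 0% = plate median of compound wells and 100% = probe without SIAE protein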
LEDGF integ inh – blocks HIV-1 LEDGF/p75-dependent DNA integration; TR-FRET IN-LEDGF/p75 DNA integration, Eu/Cy5; inhibition, % at 3.7 µM; actives 0.64% (n = 370,000); AID 743269;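 active = inhibition above the screen-wide mean plus 3 SD, cut at about 13% in these data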;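 note: signal is the Cy5 over europium emission ratio at 671 and 618 nm; 0% = plate median of compound wells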
TCR CD3 inh – human TCR-CD3 binding inhibition. TAMRA-labeled TCR probe fluorescence, biochemical. inhibition, % at 9.4 µM. actives 0.37% (n = 360,000); in the data active = inhibition above about 19%;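 note: recombinant mutant TCR 2C K166C tagged with TAMRA read by polarization; 0% = receptor in buffer alone and 100% = receptor with positive control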
HTRA1 inhibitor – HTRA1 (human) protease inhibition. actives 0.5% (n = 340,000). inhibition, % at 5.96 µM. Q92743. recombinant HTRA1, FP-rhodamine activity-based probe, fluorescence polarization; in the data active = inhibition above about 36%;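 note: 0% = enzyme with DMSO and 100% = wells lacking enzyme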
UHRF1 binding – blocks human UHRF1 binding to methylated DNA; actives 0.75% (n = 370,000); AID 687016; inhibition, % at 4.4 µM; UHRF1 binding to methylated oligo, TR-FRET; Q96T88; in the data active = inhibition above about 21%;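 note: UHRF1 SRA domain binding a hemimethylated CpG hairpin DNA probe; 0% = median of test compound wells and 100% = reference inhibitor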
Target sequence (Q96T88 whole entry, looked up, the tested form may be a part): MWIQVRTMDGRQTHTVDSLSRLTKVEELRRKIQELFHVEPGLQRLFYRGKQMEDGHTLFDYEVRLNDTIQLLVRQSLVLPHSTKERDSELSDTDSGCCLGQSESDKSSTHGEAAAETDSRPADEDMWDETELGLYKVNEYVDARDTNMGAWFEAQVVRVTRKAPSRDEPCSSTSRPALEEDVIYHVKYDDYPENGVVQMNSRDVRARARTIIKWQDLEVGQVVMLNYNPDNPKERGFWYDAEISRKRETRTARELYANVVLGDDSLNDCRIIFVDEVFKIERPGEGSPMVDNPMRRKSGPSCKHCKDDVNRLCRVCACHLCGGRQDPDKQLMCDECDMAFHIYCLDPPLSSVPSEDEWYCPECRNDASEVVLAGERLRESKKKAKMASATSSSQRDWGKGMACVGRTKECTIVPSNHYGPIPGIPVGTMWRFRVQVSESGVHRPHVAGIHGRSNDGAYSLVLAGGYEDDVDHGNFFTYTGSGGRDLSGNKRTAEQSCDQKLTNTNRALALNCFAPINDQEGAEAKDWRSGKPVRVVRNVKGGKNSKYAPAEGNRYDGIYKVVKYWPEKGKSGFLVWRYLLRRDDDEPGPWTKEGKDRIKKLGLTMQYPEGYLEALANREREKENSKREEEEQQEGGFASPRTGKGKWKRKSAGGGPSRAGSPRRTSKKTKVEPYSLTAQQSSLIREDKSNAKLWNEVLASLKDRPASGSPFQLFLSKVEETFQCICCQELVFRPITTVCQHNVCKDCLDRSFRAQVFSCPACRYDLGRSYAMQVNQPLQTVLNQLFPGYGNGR
mABHD4 FP – ABHD4 (mouse) inhibition, primary FP screen. purified mABHD4, FP-Rh probe fluorescence polarization. inhibition, % at 8.92 µM. actives 0.54% (n = 370,000). AID 720543;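 active = inhibition exceeding the mean over every tested compound plus 3 SD, cut at about 30% in these data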;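 note: 0% = plate median of compound wells and 100% = S159A mutant with DMSO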
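system = mouse ABHD4 enzyme, wild type | medium = HEPES pH 7.0, NaCl, Pluronic buffer | also added = FP-Rh probe | incubation = Enzyme–compound pre-incubation 45 min, then probe 60 min, both 25 °C | technique = fluorescence polarization, excitation 525 nm, emission 598 nm, BODIPY TMR filters | controls = S159A mutant high control, sample median low control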
The depositor's hits bear a star; nt = no result given.

PRMT1 FP inh	PG9 binder	Tn7 DDE FP	TDP2 absorb	SIAE inh	LEDGF integ inh	TCR CD3 inh	HTRA1 inhibitor	UHRF1 binding	mABHD4 FP	compound
-1.1	0.7	-0.3	12.2	12.9	3.0	-5.6	-1.1	-1.4	-5.5	COC(=O)NCC(C)OC(=O)Nc1ccc(Cl)cc1 (centres undefined)
53.4*	-0.6	4.4	3.5	-2.1	0.7	-3.9	1.2	1.8	-8.5	C=CCn1c(SCC(=O)Nc2ccc(Br)cc2)nc(O)c(CC)c1=O
1.4	-1.9	-3.7	8.8	5.7	-0.1	8.1	-9.2	-1.2	-1.1	COc1ccc(-c2nc(CS(=O)CC(=O)NCc3ccc(F)cc3)c(C)o2)cc1 (centres undefined)
2.0	1.1	5.8	-13.8	-22.9	-5.6	-1.0	-23.6	1.9	-15.7	O=C(Nc1cccc(S(=O)(=O)N2CCCCC2)c1)c1ccc(S(=O)(=O)C(F)F)cc1
1.2	-3.5	-11.4	22.1	0.2	3.1	-2.1	-3.2	-2.2	-4.1	O=C(/C=C\Nc1ccc2c(c1)OCO2)c1ccc(Cl)s1
-2.9	1.1	-3.2	-2.1	-2.8	-1.7	4.8	-1.4	0.3	-0.7	C=C(C)C1Cc2c(C)nn(-c3ccccn3)c2C1 (centres undefined)
3.3	1.2	-0.5	5.4	8.1	2.2	-0.2	9.7	0.2	3.6	O=C(CN1C(=O)NC(CCc2ccccc2)C1=O)N1CCCCCC1 (centres undefined)
58.0*	0.6	-1.8	5.2	2.5	1.0	-4.5	0.2	1.6	3.7	COc1ccc2sc(SCCCS(=O)(=O)O)[n+](CCCS(=O)(=O)[O-])c2c1
-0.6	1.1	6.3	6.0	3.2	-2.3	7.5	-6.1	-0.3	5.6	O=C(C[n+]1cccc(/C=N/O)c1)N1CCCCCC1
-5.4	0.2	-4.8	-13.0	-5.9	6.2	-0.7	nt	0.2	-15.8	CN(C)c1ncnc2c1ncn2[C@H]1CN(Cc2cccs2)C[C@@H](CO)O1
-1.0	-0.9	3.8	6.1	4.8	-1.2	3.2	0.7	-1.6	-3.8	O=C(COC(=O)c1cnccn1)Nc1cc(S(=O)(=O)N2CCOCC2)ccc1Cl
4.3	3.4	1.9	-7.3	-2.8	-0.9	-9.3	7.8	6.5	-10.4	CC(C)CC(=O)N1CCN(C(=O)c2cccc(F)c2)CC1
-2.2	-1.1	-1.7	5.0	4.0	1.8	11.3	2.2	-1.8	3.0	Cc1ccc(NC(=O)COC(=O)/C=C/c2cccs2)cc1
-4.0	-0.4	3.7	0.0	-8.9	4.3	8.9	-13.7	0.2	1.8	CCCCC1CCC(C(=O)Nc2ccccc2N2CCOCC2)CC1 (centres undefined)
0.2	0.8	-0.6	11.8	-7.1	0.2	2.0	-14.0	-3.2	-3.4	O=C(NCc1ccco1)c1ccc(NC(=O)C2COc3ccccc3O2)cc1 (centres undefined)
-1.6	-1.4	-3.4	16.6	1.6	1.0	7.3	2.0	0.6	-4.5	CC(C)CNc1nnnc2c1sc1nc(N3CCOCC3)c3c(c12)CCCC3
0.5	-1.4	-5.6	9.9	-4.7	0.5	3.6	-22.8	0.8	0.6	N#Cc1c(C(F)(F)F)cc(-c2ccco2)nc1SCc1ccncc1
0.0	-1.0	-1.2	-6.5	-2.1	3.0	0.0	2.9	0.1	3.5	COc1ccc(Cl)cc1NC(=O)CCN1C(=O)NC(C)(C)C1=O
0.6	-2.2	-0.6	-5.7	-3.7	3.1	11.7	-2.3	-0.1	-2.8	CC(C)c1nc(SCC(=O)N2CC(=O)Nc3ccccc32)c2ccccc2n1
0.1	-1.1	7.1	-15.4	-1.7	-0.1	2.0	-9.7	-0.7	2.0	CC(C)(C)c1csc(NC(=O)C2COc3ccccc3O2)n1 (centres undefined)

Filtered by structure, the compounds so far with a furan ring, fused or not (two)
PRMT1 FP inh	PG9 binder	Tn7 DDE FP	TDP2 absorb	SIAE inh	LEDGF integ inh	TCR CD3 inh	HTRA1 inhibitor	UHRF1 binding	mABHD4 FP	compound
0.2	0.8	-0.6	11.8	-7.1	0.2	2.0	-14.0	-3.2	-3.4	O=C(NCc1ccco1)c1ccc(NC(=O)C2COc3ccccc3O2)cc1 (centres undefined)
0.5	-1.4	-5.6	9.9	-4.7	0.5	3.6	-22.8	0.8	0.6	N#Cc1c(C(F)(F)F)cc(-c2ccco2)nc1SCc1ccncc1

Back to the main list; the 2 compounds before the break are reprinted first.
PRMT1 FP inh	PG9 binder	Tn7 DDE FP	TDP2 absorb	SIAE inh	LEDGF integ inh	TCR CD3 inh	HTRA1 inhibitor	UHRF1 binding	mABHD4 FP	compound
0.6	-2.2	-0.6	-5.7	-3.7	3.1	11.7	-2.3	-0.1	-2.8	CC(C)c1nc(SCC(=O)N2CC(=O)Nc3ccccc32)c2ccccc2n1
0.1	-1.1	7.1	-15.4	-1.7	-0.1	2.0	-9.7	-0.7	2.0	CC(C)(C)c1csc(NC(=O)C2COc3ccccc3O2)n1 (centres undefined)
1.0	nt	7.1	-7.9	-3.1	-2.0	nt	nt	2.1	-8.6	COc1ccc(C(=O)C2(C(=O)NCc3ccccc3)CC(c3ccccc3C(F)(F)F)=NO2)cc1 (centres undefined)
-0.2	-0.2	8.5	-10.1	3.8	-0.2	-1.8	4.2	0.7	0.2	COc1ccccc1N1CCN(C2CCCN(C(=O)c3csc(C)n3)C2)CC1 (centres undefined)
6.0	1.1	-3.3	-8.5	8.5	1.3	2.4	1.1	2.9	9.5	COC(=O)C1=C(C(=O)OC)C(c2cc(Br)ccc2O)c2sc(=O)[nH]c2S1 (centres undefined)
-3.3	0.5	-4.9	-18.4	4.5	2.0	4.2	1.7	1.2	1.9	Cc1ccc(S(=O)(=O)NCC(c2ccccc2)N2CCCCC2)cc1 (centres undefined)
7.2	-3.3	9.9	2.6	-0.3	-9.8	-5.6	13.4	2.1	-3.5	CNC(=S)NNS(=O)(=O)c1ccc(OC)cc1OC
8.2	0.1	-0.3	-5.6	-7.2	-2.4	-7.2	-13.6	1.8	-15.1	CCCOc1nc2ccccc2cc1/C=C/C(=O)O
-0.9	-2.5	-7.0	-0.1	7.5	-0.8	6.7	4.6	2.1	-0.8	Cc1cccc(CC2CC(=O)N(c3ccc([N+](=O)[O-])cc3)C2=O)c1 (centres undefined)
-2.5	-1.4	-7.2	-17.7	0.5	5.6	-1.7	-5.4	1.7	-2.7	COCCNC(=O)c1ccccc1NC(=O)Cc1ccccc1
-2.4	2.5	-1.9	-4.4	-2.7	-2.0	-9.8	-28.0	1.9	-16.7	COC(=O)c1sc2ccccc2c1NC(=O)c1ccc(S(=O)(=O)N2CCCCC2C)cc1 (centres undefined)
2.3	-0.2	-0.2	5.3	4.3	1.7	7.3	-0.2	-0.1	11.9	CCOC(=O)C(OC(=O)c1sc(=S)n(C)c1C)C(C)=O (centres undefined)
-1.0	0.1	2.3	9.6	-1.3	1.1	-0.9	-2.0	-1.9	4.4	Cc1ccc(-c2nnc(SCC(=O)OC(C)C)n2N)cc1
0.8	-1.5	1.3	1.1	0.5	-2.4	4.6	12.7	0.0	-0.2	NNC(=O)c1c(O)c2cccc3c2n(c1=O)CCC3
6.6	1.6	-9.2	-9.6	-1.5	-4.8	-5.0	-4.3	7.0	-7.3	O=C1CC(C(=O)Nc2ccc(F)cc2)S/C(=N\N=C\c2ccco2)N1 (centres undefined)
3.6	-3.5	-10.6	3.3	4.6	-0.4	4.8	4.0	-7.2	7.7	CN(C)C=C1C(=O)c2ccccc2C1=O
-1.7	-0.1	-0.1	-9.4	2.9	-5.0	-6.5	-2.0	-0.6	-2.7	COc1cccc(NC(=O)C/C(C)=N/NC(=O)c2ccccc2Cl)c1
-1.4	-0.1	4.9	-6.7	0.7	-3.4	0.4	-0.2	1.0	-3.4	CCOC(=O)c1c(C)oc2cc(Br)c(OC(=O)N3CCOCC3)cc12
1.2	-1.8	-5.0	3.5	-0.8	1.1	4.0	nt	1.2	-0.7	N#Cc1ccc(C(=O)N2CCCC(c3cc(C(=O)NCc4cccnc4)no3)C2)cc1 (centres undefined)
3.2	-1.8	-2.9	-1.9	-0.1	-2.1	-1.2	8.9	7.6	-1.8	Cc1nc2c(o1)C(=O)c1ccccc1C2=Nc1ccccc1
-0.6	-1.1	3.6	3.7	2.4	1.7	-2.9	0.4	2.0	-6.3	Cc1ccc(NS(=O)(=O)c2c(C)[nH]c(C)c2C(=O)N2CCCCC2)cc1C
6.6	0.3	3.1	-4.5	4.2	-2.4	-9.6	-2.8	-0.3	2.4	CCCc1ccc(C#N)c(SC2CC(=O)N(c3ccc(OC)cc3)C2=O)n1 (centres undefined)
-0.7	1.0	-6.9	8.5	3.9	0.9	5.4	4.6	-1.2	-4.1	O=C(O)C1CCCN(S(=O)(=O)c2ccccc2[N+](=O)[O-])C1 (centres undefined)
4.5	1.3	-1.7	1.8	-0.9	3.0	3.8	-8.1	-1.5	-0.1	C#CCNCCS(=O)(=O)N(Cc1ccc(Br)cc1)[C@@H](CC(C)C)C(=O)O
2.1	-2.1	-4.9	0.4	-0.3	2.5	4.8	-0.4	0.8	0.5	Cc1nc(SCC(=O)NNC(=O)c2ccc(F)cc2)c2ccccc2n1
-2.0	-2.8	-2.1	13.5	-9.5	-1.0	3.8	-2.9	-2.3	5.4	Cc1cnc(C(=O)NC2CC(C)(C)Cc3c2cnn3-c2ccccc2)cn1 (centres undefined)
-0.1	-1.6	-2.8	0.1	2.5	4.4	4.6	nt	1.9	1.8	Cc1cc(C(=O)N2CCC2(C)C(=O)Nc2ccc3[nH]ncc3c2)nn1C (centres undefined)
-2.7	-2.8	6.2	-0.1	2.4	1.8	8.6	5.6	1.4	-2.4	CC(Sc1nncs1)C(=O)NCC(=O)Nc1ccc(F)c(F)c1F (centres undefined)
0.1	nt	0.7	0.5	0.1	-1.4	nt	nt	-0.7	4.5	COC(=O)C1=C(C(=O)OC)[C@@]2([C@H](Cc3ccc(C)cc3)Nc3ccccc3)C=C[C@@H]1O2
-0.7	-2.5	-1.0	-5.8	-0.1	1.3	-0.1	-0.3	3.4	-0.2	CCOC(=O)N1CCC(NC(=O)CC(NS(=O)(=O)c2ccc(C)cc2)c2ccco2)CC1 (centres undefined)
1.9	1.3	1.2	3.0	-51.2	0.1	1.9	-23.1	-5.9	-6.9	Cc1sc2nc(CSc3nnnn3-c3ccc(Cl)cc3)[nH]c(=O)c2c1C
-2.6	-2.1	-1.4	-5.4	-3.5	3.9	0.9	-21.8	3.1	-7.5	CCOc1ccccc1NC(=O)Nc1ccc(Cl)cc1
-0.2	-0.8	-4.4	0.5	2.6	-0.6	1.3	-0.1	0.3	6.0	O=c1ccc2cc(S(=O)(=O)N3CCN(c4ccccc4)CC3)ccc2o1

High-throughput results deposited in PubChem by The Scripps Research Institute Molecular Screening Center.
